TRPC4 potent – allosteric potentiators of mouse TRPC4 channel; 0.42% of 310,000 active; HEK293 TRPC4beta/mu-opioid, DAMGO EC20, Fluo-4 Ca2+ flux; hits give high values; B-score at 10 µM; Q9QUQ5;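 active = B-score of calcium response area above 5 SD of library B-scores, with initial fluorescence ratio within 5 SD of library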;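 also: B-score of integrated fluorescence ratio over time as area under calcium response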
TRPC4 agonist – TRPC4 (mouse) channel activation; Q9QUQ5; HEK293 TRPC4beta/mu-opioid, Fluo4 calcium fluorescence; hits give high values; B-score at 10 µM; 0.49% of 310,000 active; AID 2237;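 active = B-score above 5 SD of library B-scores, and initial fluorescence ratio not above library mean plus 5 SD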;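 also: positive B-score marks a calcium rise read as TRPC4 activation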
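Incubation: 45 min room-temperature Fluo4 loading, 110 s read / System: HEK293 cells stably co-expressing mouse TRPC4beta and mu-opioid receptor / Signal: Fluo4 fluorescence, kinetic / Control set: buffer (low) and maximal DAMGO (high) / Measure: integrated baseline-normalised fluorescence ratio, converted to per-well B score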
IEC-6 cytotox – kills IEC-6 intestinal cells in KLF5 counter-screen; IEC-6 cytotoxicity, luminescence viability; inhibition, % at 5 µM; 0.78% of 290,000 active; in the data active = inhibition above about 22%;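 also: 0% = plate median of test compound wells and 100% = cytotoxic reference compound wells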
SKKanGAS inh – inhibitors of SKKanGAS S. pyogenes growth in kanamycin (SK-promoter or general growth effect). BacTiter-Glo, 6 h. inhibition, % at 7.5 µM. 1.3% of 300,000 active;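 active = mean replicate score, as percent of positive control median, at least 50; inconclusive = mean below 50 but one replicate at or above 50; inactive = mean and every replicate below 50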;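 also: strain carries kanamycin resistance gene driven by streptokinase promoter and grows in 40 µg/ml kanamycin; loss of luminescence reflects streptokinase promoter inhibition or plain growth inhibition; 0% = median of DMSO wells and 100% = positive control at its reference dose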
HIF act – HIF pathway transcriptional activation; U2OS HRE-luciferase reporter, luminescence; normalized: DMSO 0%, desferrioxamine 100%; activation, % at 7.5 µM (by protocol); AID 1910; 0.32% of 300,000 active;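 active = mean activation of at least 10% of the iron chelator positive control signal, with at least half of replicates also reaching 10%; inconclusive = mean and replicate majority disagree about reaching 10%; inactive = mean and most replicates under 10%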
MrgX1 antagonist – blocks BAM8-22 activation of human MrgX1 receptor | Q96LB2 | MRGX1-HEK293 calcium flux, Fluo-4, BAM8-22 antagonism; hits give low values | B-score at 10 µM | 1.3% of 310,000 active | AID 588676;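 active = calcium-response B-score plate-corrected more than 3 library SD below zero, starting fluorescence within 5 deviations, no agonist response on first addition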;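 also: peak minus trough fluorescence over baseline after final BAM8-22 challenge near maximal dose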
Target sequence (Q96LB2 whole entry, looked up): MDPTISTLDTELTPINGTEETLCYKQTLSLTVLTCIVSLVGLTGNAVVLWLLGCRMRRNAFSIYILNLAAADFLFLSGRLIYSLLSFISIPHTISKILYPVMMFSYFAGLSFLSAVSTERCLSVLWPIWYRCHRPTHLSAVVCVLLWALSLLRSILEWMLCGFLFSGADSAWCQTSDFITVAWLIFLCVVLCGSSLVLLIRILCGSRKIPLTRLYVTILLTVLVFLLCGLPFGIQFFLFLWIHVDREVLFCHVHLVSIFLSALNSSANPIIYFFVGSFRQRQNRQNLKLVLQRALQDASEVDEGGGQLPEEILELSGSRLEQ
TRPC6 act – activates the mouse TRPC6 cation channel; Q61143; HEK293-TRPC6 membrane potential dye fluorescence; hits give high values; B-score at 10 µM; 0.13% of 310,000 active; AID 2550;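 active = B-score of the integrated fluorescence ratio above library mean plus 3 SD, and starting fluorescence ratio within library mean plus 5 SD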;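 also: higher score means more depolarization so channel activation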
TRPC6 inhibitor – blocks the mouse TRPC6 cation channel; 1.1% of 310,000 active; B-score at 10 µM; AID 2553; HEK293-TRPC6, membrane potential dye, ACh-evoked depolarization; hits give low values;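 active = B-score under library mean minus 3 SD, initial fluorescence not abnormally high, positive integrated signal ratio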;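 also: B-score derived from integrated fluorescence ratio over the kinetic read; more negative B-score means stronger inhibition of depolarization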
KLF5 inhibitor – inhibitors of KLF5 expression | DLD-1 KLF5 promoter-luciferase reporter, luminescence | inhibition, % at 5 µM | 0.23% of 290,000 active;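 active = inhibition above a per-plate limit of that plate's mean compound inhibition plus 3 SD, cut at about 60% in these data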;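 also: 0% = DMSO wells and 100% = LY294002 at 200 µM; higher means less KLF5 promoter-driven luciferase light; inactives centre near -14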
aSyn 5UTR inh – MLPCN primary screen, SNCA 5' untranslated region; alpha-synuclein 5'UTR reporter, inhibitor activity; 0.82% of 300,000 active; inhibition, % (tested at 7.5 µM); in the data active = inhibition above about 60%; inconclusive = no clear call, values can overlap the other calls;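 also: H4 neuroglioblastoma cells stably carrying SNCA 5'UTR luciferase fusion; 0% = DMSO wells and 100% = positive control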
TRPC4 block – blocks the mouse TRPC4 cation channel. Q9QUQ5. HEK293 TRPC4beta/mu-opioid, DAMGO-evoked Fluo4 calcium flux; hits give low values. B-score at 10 µM. 0.39% of 300,000 active;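 active = B-score over 3 SD under the library average, no early fluorescence shift, positive overall ratio signal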
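Material: HEK293 cells with stable TRPC4beta plus mu-opioid receptor expression / Probe or stimulus: DAMGO in two steps, submaximal then maximal / Compound: single concentration per test compound / Technique: kinetic Fluo4 fluorescence imaging of calcium influx / Read-out: per-well B score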
An asterisk follows results filed as active; i = inactive; ? = inconclusive; . = no result given.

SMILES | TRPC4 potent | TRPC4 agonist | IEC-6 cytotox | SKKanGAS inh | HIF act | MrgX1 antagonist | TRPC6 act | TRPC6 inhibitor | KLF5 inhibitor | aSyn 5UTR inh | TRPC4 block
O=C(NCc1ccccn1)c1nc(Cn2ccc([N+](=O)[O-])n2)no1 | i | i | -11 | 3 | -0.3 | i | i | i | -9 | 5 | i
Cc1ccc2cc(COC(=O)c3ccncc3)c(=O)[nH]c2c1 | i | i | -1 | 2 | -0.7 | i | i | i | -1 | 20 | i
CCOC(=O)C1=C(C)NC(=O)CC1c1ccccc1OC (stereo not drawn) | i | i | 5 | . | -0.6 | i | i | i | 11 | 24 | i
CCn1c(SCC(=O)N2CCCCC2)nnc1-c1ccc(S(=O)(=O)N2CCN(C)CC2)cc1 | i | i | 0 | -1 | -0.3 | i | i | i | 22 | 14 | i
O=C(CCN1C(=O)c2ccncc2C1=O)Nc1ccc2c(c1)OCCO2 | i | i | -7 | 3 | -0.6 | i | i | i | -19 | -9 | i
Cc1ccc(C(NC(=O)N2CCCC2)C(Cl)(Cl)Cl)cc1F (stereo not drawn) | i | i | -6 | 2 | -0.2 | i | i | i | -30 | 25 | i
COc1nc(Nc2ccc([N+](=O)[O-])cc2)nc(NC2CCCCC2)n1 | i | i | 4 | 44 | -0.2 | i | i | i | 8 | -9 | i
CCC(C)NC(=O)CS(=O)(=O)Cc1nc(-c2cccc(OC)c2)oc1C (stereo not drawn) | i | i | 1 | -1 | 0.0 | i | i | i | -3 | 10 | i
COc1ccc(NC(=O)Nc2nnc(N3CCC(C)CC3)s2)cc1OC | i | i | -4 | -3 | -0.4 | i | i | i | -5 | -17 | i
CCN(CC)CCN(C(=O)C1CCCCC1)c1nc2cc3c(cc2s1)OCO3 | i | i | 2 | 35 | 1.9 | i | i | i | -22 | -19 | i
Cc1ccc(NC(=O)CN(C)CC(=O)Nc2ccccc2-c2ccccc2)cc1 | i | i | 2 | -6 | 0.4 | i | i | i | 15 | -15 | i
Cc1[nH]n2c(=O)c3c(nc2c1-c1cccc2ccccc12)CCC3 | i | i | -7 | 3 | 0.4 | i | i | i | -17 | 3 | i
O=C(NCC1CCCCC1)c1ccccc1[N+](=O)[O-] | i | i | -2 | -1 | 0.3 | i | i | i | 8 | 4 | i
O=[N+]([O-])c1cc(-c2csc(NC(CO)c3nc4ccccc4n3CCOCCO)n2)ccc1Cl (stereo not drawn) | i | i | . | 7 | 0.3 | i | i | i | . | 10 | i
COc1ccc2c(c1OC)C(=O)OC2N1C(=O)CC[C@H]1C(=O)Nc1ccc2c(c1)OCO2 (stereo partly drawn) | i | i | 2 | 6 | 0.5 | i | i | i | -22 | -31 | i
COC(=O)CCC(=O)Nc1cccc(Br)c1 | i | i | -7 | -3 | -0.4 | i | i | i | -33 | -23 | i
Cc1ccc(-n2ncc3c(Nc4c(C)n(C)n(-c5ccccc5)c4=O)ncnc32)c(C)c1 | i | i | 2 | -9 | -0.4 | i | i | i | -21 | 26 | i
CC(=O)c1ccc(NC(=O)Cn2cnc(S(=O)(=O)N3CCOCC3)c2)cc1 | i | i | -3 | -12 | -0.5 | i | i | i | -22 | 0 | i
COc1ccc(OC)c(NS(=O)(=O)c2ccc(NC(=O)c3ccc(NS(C)(=O)=O)cc3)cc2)c1 | i | i | -2 | 5 | -16 | i | i | i | -35 | 10 | i
COc1ccc(C)cc1NC(=O)CN1CCN(S(=O)(=O)c2ccc(F)cc2)CC1 | i | i | -5 | 9 | -0.2 | i | i | i | -4 | -16 | i
O=C(c1cccc(S(=O)(=O)N2CCN(c3ccc(F)cc3)CC2)c1)N1CCCC(C(F)(F)F)C1 (stereo not drawn) | i | i | . | -1 | 0.6 | i | i | i | . | 0 | i
CCOc1ccc(NC(=O)CN(C)CC(=O)Nc2ccc(F)c(F)c2F)cc1OCC | i | i | -1 | -12 | -0.8 | i | i | i | -11 | -8 | i
Cc1ccc2c(CC(=O)OCc3nc(N)nc(Nc4ccccc4C)n3)coc2c1 | i | i | -3 | 7 | 0.0 | i | i | i | -7 | 3 | i
O=C(ON=C1CCN(S(=O)(=O)c2ccccc2)CC1)c1ccc(F)cc1 | i | i | 5 | -3 | 0.0 | -6.1* | i | i | -41 | -9 | i
Cc1ccc(-c2nnn(CC(=O)N(CC3CCCO3)C(C(=O)NC3CCCC3)c3ccc(O)cc3)n2)o1 (stereo not drawn) | i | i | -1 | 13 | 4.2 | i | i | i | 8 | -4 | i
CNc1ccccc1C(C)(C)c1cc(-c2cc(C)cc(C)c2)no1 | i | i | -6 | 7 | -0.1 | i | i | i | -5 | -21 | i
O=C(COC(=O)C1COc2ccccc2O1)NC(=O)Nc1ccc2c(c1)OCCO2 (stereo not drawn) | i | i | 7 | -5 | 0.8 | i | i | i | -14 | -38 | i
CCOC(=O)Cn1cnc2c(cnn2-c2ccc(Cl)cc2)c1=O | i | i | 2 | -1 | 1.0 | i | i | i | -14 | -65 | .
CC(C)C1=CC(=Nc2ccc(S(N)(=O)=O)cc2)C=C(C(C)C)C1=O | i | i | -1 | 8 | -14 | i | i | i | -20 | -9 | i
Cc1cc(C)c2cc(CN(CCO)Cc3nnnn3Cc3ccccc3)c(=O)[nH]c2c1 | i | i | 5 | -5 | -0.1 | i | i | i | -18 | 13 | i
CC(NC(=O)C12CC3CC(CC(O)(C3)C1)C2)c1ccc(Cl)cc1Cl (stereo not drawn) | i | i | 1 | 1 | 16* | i | i | i | 16 | 5 | i
O=C1CC(N2CCN(S(=O)(=O)c3cccc(C(F)(F)F)c3)CC2)C(=O)N1Cc1ccccc1 (stereo not drawn) | i | i | 4 | 6 | -1.9 | i | i | i | 6 | 19 | i
CCn1cc([N+](=O)[O-])c(C(=O)N2N=C(c3ccc4ccccc4c3)CC2c2cc(Br)ccc2O)n1 (stereo not drawn) | i | i | 1 | 40 | -1.3 | i | i | i | -28 | -16 | i
NC(=O)CCS(=O)(=O)c1ccc(Cl)cc1 | i | i | 3 | 1 | -0.1 | i | i | i | -16 | 17 | i
CCCN(CC#CC(O)(c1ccccc1)c1cccnc1)CCC (stereo not drawn) | i | i | -8 | -21 | -0.5 | i | i | i | -18 | 27 | i
O=C(CCCn1c(SCC(=O)c2ccccc2)nc2ccccc2c1=O)NCC1CCCO1 (stereo not drawn) | i | i | -3 | -15 | -0.1 | i | i | i | 9 | 7 | i
COc1ccccc1-n1c(CNC(=O)c2ccco2)nnc1SCC(=O)Nc1nccs1 | i | i | -3 | 1 | -0.1 | i | i | i | -69 | 3 | i
CCOC(=O)N1CCC(N2Cc3cccc(C(=O)Nc4ccc(F)cc4)c3C2=O)CC1 | i | i | -7 | ? | -0.4 | i | i | i | -3 | 14 | i
O=C(Nc1nccs1)C1CCCN1S(=O)(=O)c1ccc(Cl)cc1 (stereo not drawn) | i | i | 1 | 7 | -0.1 | i | i | i | -24 | 19 | i
CC1S/C(=C(\C#N)C(=O)NCc2ccco2)N(c2ccc(F)cc2)C1=O (stereo not drawn) | i | i | 2 | -4 | 0.2 | i | i | i | -2 | 15 | i
CCNC(=S)N1CCN(C(=O)c2ccco2)CC1 | i | i | 0 | 2 | 0.2 | i | i | i | -16 | 10 | i
CCCCS(=O)(=O)N1CCN(S(=O)(=O)c2ccc(Cl)s2)CC1 | i | i | 0 | -1 | -0.1 | i | i | i | -21 | 14 | i
N#C/C(=C\c1ccco1)c1nc2ccccc2s1 | i | i | -4 | -6 | 1.9 | i | i | i | -77 | -309 | i
COC(=O)c1ccc(NC(=O)CCN2CCN(c3ccccc3)CC2)cc1 | i | i | 0 | 10 | -0.1 | i | i | i | -8 | 7 | i
COc1ccccc1CNCC(=O)Nc1ccc(N2CCOCC2)cc1 | i | i | 5 | 1 | 0.5 | i | i | i | -30 | 4 | i
Cc1cccc(NC(=O)C23CCC(C)(/C(=N/O)C2)C3(C)C)c1 (stereo not drawn) | i | i | -3 | 4 | -0.3 | -5.8* | i | i | -9 | 31 | i
Cc1oc(-c2ccccc2)cc1C(=O)Nc1cccc(/C=C\C(=O)O)c1 | i | i | 0 | 4 | -0.2 | i | i | i | 7 | 3 | i
Cc1noc(C)c1S(=O)(=O)Nc1ccccc1N1CCOCC1 | i | i | 0 | -3 | -0.1 | i | i | i | -7 | 22 | i
Fc1ccc(NC(=S)Nc2cc(-c3ccccc3)[nH]n2)cc1Cl | i | i | 2 | 32 | 0.5 | i | i | i | -15 | -27 | i
Cc1nc(-c2ccccc2)sc1C(=O)/C=C/c1ccc(Cl)cc1 | i | i | 2 | -10 | 0.2 | i | i | i | -23 | -13 | i
Cc1nc(NCCc2ccc(S(N)(=O)=O)cc2)c2c(C)c(C)sc2n1 | i | i | 6 | -2 | 0.0 | i | i | i | -33 | -16 | i
Cc1cc([N+](=O)[O-])ccc1NC(=O)c1ccc(NC(=O)C(C)C)cc1 | i | i | 5 | 11 | 0.4 | i | i | i | -40 | -8 | i
Cc1ccc(C(=O)NCCNc2ncc(C(F)(F)F)cc2Cl)cc1[N+](=O)[O-] | i | i | 7 | -1 | -0.3 | i | i | i | -5 | 32 | i
CC(C)CCn1c(=O)c2ccccc2n2c(CN3CCCC3)nnc12 | i | i | 4 | 3 | -0.1 | i | i | i | -2 | 21 | i
O=C(OCC(=O)N1CCCC1)c1ccccc1OCc1ccccc1 | i | i | 6 | 1 | -0.6 | i | i | i | 7 | -6 | i
COc1cc(OC)c(-n2cc(-c3ccc(OC)c(OC)c3)[nH]c2=S)cc1Cl | i | i | -12 | 2 | 1.4 | i | i | i | -4 | -14 | i
CCCCn1c(SCC(=O)Nc2ccc(OC)cc2)nc2ccc(N3CCOCC3)cc2c1=O | i | i | 5 | 9 | -0.6 | i | i | i | -21 | 16 | i
CS(=O)(=O)c1ccc2nnn(OCC(=O)Nc3cccc(C#N)c3)c2c1 | i | i | -4 | -4 | -0.1 | i | i | i | -4 | -30 | i
CCC(NC(=O)C1(C)CC1(Br)Br)c1ccc(C)cc1 (stereo not drawn) | i | i | -4 | -5 | -0.2 | i | i | i | -16 | 11 | i

High-throughput results (PubChem)
